DAX1 inh-1 = NR0B1 (DAX1) inhibition; P51843; HEK293 Gal4-DAX1 luciferase reporter, luminescence; inhibition, % at 6.75 µM; 340,000 tested, 0.99% active; AID 504766;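 active = inhibition above the mean over all tested compounds plus 3 SD, cut at about 4.2% in these data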;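 note: 0% = DAX1-transfected cells with DMSO and 100% = empty-vector control cells with DMSO; inhibition shows as a rise in luminescence from relieved DAX1 repression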
Target sequence (P51843 207-470 limits assumed): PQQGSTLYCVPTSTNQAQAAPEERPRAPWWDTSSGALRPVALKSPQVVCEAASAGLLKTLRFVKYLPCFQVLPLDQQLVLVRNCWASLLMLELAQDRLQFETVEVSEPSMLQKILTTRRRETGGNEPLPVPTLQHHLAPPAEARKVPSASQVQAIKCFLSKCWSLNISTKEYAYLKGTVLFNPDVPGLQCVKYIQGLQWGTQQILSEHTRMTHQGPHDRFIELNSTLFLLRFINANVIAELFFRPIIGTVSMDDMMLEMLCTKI
ssDAF12 agonist = activators of S. stercoralis DAF-12 nuclear receptor; HEK293 ssDAF-12/GRIP1 lit1-tk-luc reporter, luminescence; % of 3 µM dafachronic acid response; activation, % at 6.8 µM; 370,000 tested, 1% active; AID 652126;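 active = activation above the mean over all tested compounds plus 3 SD, cut at about 0.9% in these data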;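 note: 0% = DMSO-only wells and 100% = 3 µM delta7-dafachronic acid wells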
DAX1 inh-2 = inhibitors of DAX1 repression of SF-1 activated StAR promoter | 370,000 tested, 1.1% active | inhibition, % at 6.8 µM | HEK293T StAR-luciferase reporter, SF-1/DAX-1 repression relief | AID 652010;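 active = inhibition above the mean over all tested compounds plus 3 SD, cut at about 3.6% in these data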;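 note: 0% = DAX-1 cells with DMSO and 100% = cells lacking DAX-1 with DMSO; higher inhibition means more luminescence from relief of DAX-1 repression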
HGIII-sPLA2 inh = Blocks human group III sPLA2 activity | 370,000 tested, 0.56% active | inhibition, % at 12.2 µM | Q9NZ20 | QFRET BODIPY PC-A2 liposome hydrolysis, fluorescence;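 active = inhibition above mean plus 3 SD of compounds lying within the high and low control bounds, cut at about 19% in these data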;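 note: 0% = median of test compound wells and 100% = no enzyme DMSO wells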
Target sequence (Q9NZ20 whole entry, looked up): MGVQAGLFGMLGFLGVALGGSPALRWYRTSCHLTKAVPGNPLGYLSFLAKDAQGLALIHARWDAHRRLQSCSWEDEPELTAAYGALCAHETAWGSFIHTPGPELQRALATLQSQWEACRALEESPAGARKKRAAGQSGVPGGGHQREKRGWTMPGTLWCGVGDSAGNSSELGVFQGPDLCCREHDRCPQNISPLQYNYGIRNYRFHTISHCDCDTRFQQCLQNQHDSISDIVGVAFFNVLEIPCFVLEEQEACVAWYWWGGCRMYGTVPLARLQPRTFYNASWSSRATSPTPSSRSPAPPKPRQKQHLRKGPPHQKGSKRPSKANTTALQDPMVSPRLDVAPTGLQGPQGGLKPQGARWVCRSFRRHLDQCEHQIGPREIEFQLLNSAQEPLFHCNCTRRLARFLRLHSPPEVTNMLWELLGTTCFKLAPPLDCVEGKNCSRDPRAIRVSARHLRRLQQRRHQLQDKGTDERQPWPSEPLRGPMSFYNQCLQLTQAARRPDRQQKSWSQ
SMARCA2 act = increases SMARCA2 function in MMTV reporter cells; MG213 cells, MMTV-luciferase reporter, dexamethasone, overnight; activation, % at 9.1 µM; 370,000 tested, 1% active; AID 652017; in the data active = activation above about 7.8%;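 note: 0% = vehicle wells and 100% = reference activator wells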
FXN GAA850 act = frataxin GAA850 promoter activation; HEK293 lucGAA850 FXN promoter luciferase reporter, 24 h; percent of 10 µM SAHA response; activation, % at 6 µM; 360,000 tested, 0.56% active; AID 540364;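 active = activation above the average of all compounds screened plus 3 SD, cutoff fixed separately per campaign, cut at about 7.5% in these data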;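 note: 0% = DMSO wells and 100% = 10 µM SAHA wells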
PLC-beta3 inh = blocks human PLC-beta3 enzyme activity; Purified PLC-beta3, fluorogenic substrate, fluorescence; AID 720704; 370,000 tested, 0.18% active; inhibition, % at 12.2 µM; Q01970; in the data active = inhibition above about 11%;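 note: 0% = median of compound wells on plate and 100% = full blocker control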
NR1D1 modulator = Rev-erb alpha (human) modulation. P20393. Rev-erbα–FITC-DNA binding, fluorescence polarization, 90 min. activity, % at 10 µM. 370,000 tested, 0.79% active;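 active = activity above about 14%, limit read from the data; passing the limit was not always enough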;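 note: 0% = DMSO wells with 35 nM protein and 100% = DMSO wells with 750 nM protein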
hgDAF-12 ag = hgDAF-12 agonism, primary luciferase screen; activation, % at 6.8 µM; HEK293 GAL4-hgDAF12 UAS-luciferase reporter, agonist luminescence; normalized to butyrate control; AID 687014; 370,000 tested, 1.8% active;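 active = activation above a cutoff set at the mean of all screened compounds plus 3 SD, cut at about 10% in these data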;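 note: 0% = DMSO wells and 100% = sodium butyrate wells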
PG9 Ab binder = PG9 antibody binding by small molecule; TR-FRET gp120-PG9 antibody binding; inhibition, % at 6.7 µM; 360,000 tested, 0.43% active; in the data active = inhibition above about 8.5%
hcDAF12 agonist = activators of H. contortus DAF-12 nuclear receptor. 370,000 tested, 1.4% active. HEK293 hcDAF-12 lit1-tk-luc reporter, luminescence; 0% DMSO, 100% Δ7-dafachronic acid. AID 652067. activation, % at 6.8 µM;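 active = activation above the mean of all tested compounds plus 3 SD, cut at about 5.5% in these data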;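 note: 100% = response to 3 µM Δ7-dafachronic acid high control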
* = called active by the depositor; · = no result given. Rows are unselected, and some 7% of all compounds hit somewhere here.

entry	Compound	HGIII-sPLA2 inh	SMARCA2 act	PG9 Ab binder	hgDAF-12 ag	ssDAF12 agonist	FXN GAA850 act	PLC-beta3 inh	hcDAF12 agonist	NR1D1 modulator	DAX1 inh-1	DAX1 inh-2
1	CNC(=S)Nc1ccc([N+](=O)[O-])cc1	10	-3	0.3	-4.2	-1.4	1.4	0	0.9	-3	0.0	-0.4
2	CCCNC(=O)Nc1cc(C)on1	-3	-1	2.2	0.8	-1.1	1.1	3	-0.1	-3	0.4	-0.7
3	CCN(CC)S(=O)(=O)c1ccc(Cl)c(NC(=O)CSc2nnc(-c3cccs3)o2)c1	-14	-1	-1.6	-2.6	-0.9	1.3	-1	-1.5	-3	0.3	-0.6
4	CC(=O)Nc1ccc(N/C(=N\S(=O)(=O)c2ccccc2)c2ccccc2)cc1	4	2	-1.0	-1.0	-0.4	0.1	-2	-0.3	-3	-0.2	-3.1
5	c1ccc(-c2nnc(SCCC3OCCCO3)o2)cc1	0	-2	1.6	-0.2	-1.4	-1.4	0	-1.1	7	1.0	1.5
6	O=C(Nn1c(C2CCC2)nc2ccccc2c1=O)c1cccs1	3	1	-3.0	-0.2	-1.7	-0.3	15*	-1.5	-2	-0.6	0.0
7	O=C1NC[C@H](CCCCN2C[C@H](Cc3ccccc3)N(CCc3ccccc3)C(=O)C2=O)N(CCc2ccc(O)cc2)C1=O	-2	-2	-0.3	-0.2	-0.9	·	0	-0.8	8	·	-0.5
8	Cc1ccccc1OCc1nc(C#N)c(N2CCCC2)o1	-2	1	2.2	6.1	-1.0	-0.4	-2	0.2	-7	-0.8	1.0
9	COc1ccc(CC(=O)Nc2ccc(OC)nc2)cc1	6	4	-0.2	-2.7	-0.6	-0.5	-1	-1.2	-6	0.9	0.1
10	CCN1C(=O)[C@H]2[C@H]3CN=C(SCc4ccc(C(=O)OC)cc4)N3[C@@](CC)(C(=O)OC)[C@H]2C1=O	5	-1	-0.7	2.6	-1.2	1.5	5	-1.1	-2	-1.6	-1.3
11	O=C(COC(=O)c1cccc(Br)c1)NCC1CCCO1 (stereo not drawn)	4	4	1.4	-0.2	-1.0	-0.8	1	-0.4	1	-0.4	-1.2
12	O=c1cc(-c2ccc(O)cc2)oc2cc(O)c(C3OC(CO)C(O)C(O)C3O)c(O)c12 (stereo not drawn)	0	2	-0.3	0.7	-1.0	6.2	-75	2.5	-14	1.6	1.2
13	COc1cccc(C(=O)NCCS(=O)(=O)N2CCOCC2)c1	10	-2	0.7	-1.7	-1.3	0.7	-3	0.4	2	-0.5	1.8
14	COc1ccc(-n2nc(C(=O)Nc3ccc4c(c3)OCO4)c3ccccc3c2=O)cc1	12	-3	-1.2	2.8	-0.8	1.3	-2	0.8	4	-0.5	0.9
15	On1c(-c2ccco2)nc2c1CCc1nonc1-2	4	6	-3.7	1.8	-1.4	-0.7	-25	-1.1	0	0.7	0.1
16	O=C(O)c1ccc(C(=O)Nc2cccc3ccccc23)c(C(=O)O)c1	1	-2	-0.7	3.2	-1.0	-1.1	-75	3.3	7	0.5	0.5
17	O=C(NCc1ccco1)c1ccc(COCC(F)(F)C(F)F)cc1	4	1	-2.5	1.3	-1.1	-1.1	1	1.9	1	0.7	-0.6
18	COc1cccc(OC)c1C(=O)Nc1ccc(N2CCN(S(C)(=O)=O)CC2)cc1	9	-3	1.1	1.7	-0.8	-1.6	2	-1.4	-1	0.0	-0.2
19	CCOC(=O)[C@]12CCCCC/C=C\1N(Cc1ccc(OC)cc1)C(=O)[C@H]2CC(=O)NCc1ccc(OC)c(OC)c1	-7	-4	·	-0.9	-1.9	·	-2	-1.8	0	·	-0.3
20	CCc1nnc(NC(=O)CSc2ccc(-c3ccccc3OC)nn2)s1	-1	1	-0.6	-1.2	-0.6	-0.5	-1	-1.9	-3	2.3	-0.5
21	O=C(Oc1cccc2cccnc12)c1ccc(N2C(=O)C3C4CCC(C4)C3C2=O)cc1 (stereo not drawn)	11	-1	-0.5	-0.1	-1.6	3.1	-1	0.5	2	0.6	0.0
22	CC1=CC(C)(C)N(S(=O)(=O)c2ccc(F)cc2)c2ccccc21	4	-3	1.1	1.4	-0.5	-6.1	-1	-0.2	1	1.0	1.2
23	CCN(CC)C(c1ccc(F)cc1)c1nnnn1CC1CCCO1 (stereo not drawn)	3	1	0.6	0.8	-0.8	-1.0	4	-1.6	-8	0.0	0.5
24	O=C(N/N=C/c1c(F)cccc1Cl)C1CC1	6	3	0.5	2.4	-1.0	-0.4	0	0.9	3	1.0	0.0
25	COC(=O)c1ccc(N2CCOCC2)c(F)c1	-4	-2	-0.4	0.8	-1.1	1.5	1	-0.5	3	0.9	0.1
26	CCOC(=O)C1=C(COC(=O)c2ccco2)NC(=O)NC1CC (stereo not drawn)	4	-2	-2.6	2.9	-1.0	1.5	-1	1.4	5	1.5	0.0
27	CS(=O)(=O)N(CC(=O)N1CCCC1)Cc1ccc(Cl)c(Cl)c1	-1	-1	0.4	-1.0	-1.8	-1.6	-1	-1.3	-1	-0.5	-0.8
28	Cc1ccc(N(Cc2ccccc2)C(=O)c2ccc(C)c(S(=O)(=O)N3CCOCC3)c2)cc1	7	-4	1.0	-3.2	-0.6	-0.5	-5	-2.9	2	-0.1	-1.2
29	CCOC(=O)N1C(=O)C[C@](Sc2ccc(OC)cc2)(C(=O)N2CCN(C(C)=O)CC2)[C@H]1c1ccc(OC)cc1	3	-3	·	-0.3	-0.5	·	2	-0.8	-1	·	-2.3
30	O=C(C[n+]1cc(Br)cc(Br)c1)c1ccccc1	2	6	-0.7	1.5	0.1	7.1	-11	3.1	6	-1.9	-0.3
31	C[C@H](CO)N1C[C@H](C)[C@@H](CN(C)S(=O)(=O)c2ccc(F)cc2)Oc2c(NC(=O)c3ccncc3)cccc2C1=O	0	-1	1.7	1.2	-0.9	0.7	0	-0.3	1	1.4	0.2
32	Cc1cc(-c2ccccc2)nc2cc(C(N)=O)nn12	-1	3	-1.6	-0.1	-1.2	-1.9	-405	-0.9	-6	-0.5	0.3
33	COc1cc(Cl)c(C)cc1NC(=O)COC(=O)c1cnc(C)cn1	0	0	0.0	-0.3	-1.2	0.3	-2	-0.7	-1	0.8	0.5
34	CC(CNC(=S)Nc1cc(F)cc(F)c1)CSc1ccc(Cl)cc1 (stereo not drawn)	-2	-6	1.1	-4.5	-1.6	-1.1	-7	-1.1	-1	-2.5	-1.1
35	Cc1nn(C)c(C)c1CN(C)C(=O)c1cnn2c1NC(c1ccccc1)CC2C(F)(F)F (stereo not drawn)	2	-5	1.1	-4.5	-1.1	2.9	1	-2.7	1	-1.0	-0.7
36	Cc1cccc(C(O)c2ncc(-c3ccc(C(F)(F)F)cc3)[nH]2)c1C (stereo not drawn)	1	-3	-1.6	5.3	-1.4	-3.4	4	0.3	9	·	1.5
37	COc1cccc(/C=N/NC(=O)c2nnn(-c3nonc3N)c2CN(C)c2ccccc2)c1	-19	-1	-1.6	0.2	-0.1	1.6	-11	0.0	1	0.1	-1.1
38	CCCCOc1ccccc1P(=O)(O)CP(=O)(c1ccccc1)c1ccccc1	-9	0	-0.8	-2.0	-1.2	-1.9	0	-1.8	0	2.4	0.2
39	CNc1cncc(-c2ccc(O)cc2)n1	0	-1	-1.0	3.8	-0.8	2.4	-300	0.7	-5	·	1.8
40	CC(CC(=O)Nc1ccc2c(c1)OCCO2)c1ccccc1 (stereo not drawn)	2	1	2.4	4.4	-0.1	2.6	-1	2.6	-3	2.2	0.7
41	Cc1ccc(S(=O)(=O)N2CCCCC2)cc1NC(=O)COC(=O)c1cccc(O)c1	-20	-4	-0.6	2.1	-1.3	1.6	1	0.7	2	-0.2	-0.2
42	O=C(NC1CCCCC1)c1cc(N2C(=O)CCC2=O)ccc1Cl	15	-4	-0.4	-0.9	-1.0	2.8	0	-0.7	-3	0.9	0.3
43	C[C@@H]1ON(C)[C@H]2C[C@H]3c4[nH]c5cccc(-c6ccccc6F)c5c4CCN3C(=O)[C@@H]12	-8	0	1.3	-4.5	-0.4	·	-375	-1.9	-3	·	-0.9
44	O=[N+]([O-])c1ccccc1CNCCCCO	10	1	-3.8	0.8	-0.7	1.2	-11	0.1	1	3.4	0.9
45	COC(=O)C1CN(Cc2cn(CCC3OCCO3)nn2)CCS(=O)(=O)N1Cc1ccc(C)cc1 (stereo not drawn)	6	-4	·	2.2	-1.1	·	3	-2.8	2	·	0.6
46	CCOc1ccccc1CNC(=O)C1CCCN(c2nn3c(=O)cc(C)nc3s2)C1 (stereo not drawn)	4	-1	-1.8	2.1	-1.0	-0.4	-8	-2.1	3	1.0	-0.6
47	CC1(C)Cc2nc(-c3ccccc3)n3cnnc3c2CO1	11	0	-0.4	-1.4	-1.4	-1.5	1	-1.7	-1	-0.3	-0.2
48	CN(C)CC(=O)N1c2ccccc2CCc2ccc(NC(=O)c3ccc(N)cc3)cc21	-1	4	-2.1	4.4	-0.2	-1.4	1	1.9	0	-0.6	1.1
49	COC(=O)C[C@H]1C[C@@H]2c3cc(NS(=O)(=O)c4cccc(OC)c4)ccc3O[C@@H]2[C@@H](CO)O1	2	-1	-0.2	3.1	-1.4	-1.5	-1	-0.5	1	1.9	0.8
50	O=C(c1ccco1)N1CCN(C(=O)c2ccc(CS(=O)c3ccc(Br)cc3)o2)CC1 (stereo not drawn)	12	-1	0.1	-3.8	-1.1	0.3	-1	-1.5	1	-1.0	-0.9

Assay outcomes from PubChem BioAssay.
